# Source: PubChem
# TNAP activators: human TNAP enzyme activators, primary screen, biochemical, luminescent, no phosphate acceptor, uHTS (AID 1001) | Alkaline phosphatase, tissue-nonspecific isozyme (Homo sapiens) | one-dose activation fold at 20 µM; EC50 in µM for titrated hits | actives 0.03% (n = 200,000) | purified TNAP, luminescent activation assay, no phosphate acceptor; higher activation fold means a stronger effect; in the data active = activation fold from about 3, or a potency from the dose series; inactive = the rest, 99 in 100 with activation fold below about 1.6; note: many of its hits are not listed in these tables
# P. falciparum M1AAP: P. falciparum M1AAP inhibitors, biochemical, fluorogenic H-Leu-NHMec substrate, 1536-well (AID 1445); Aminopeptidase N (Plasmodium falciparum (isolate 3D7)); recombinant M1AAP, H-Leu-NHMec fluorogenic kinetic assay; higher % means a stronger effect; inhibition, % at 30 µM; hits with a dose series show IC50 in µM; actives 0.42% (n = 220,000);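 active = primary inhibition above the hit cutoff, then over 50% inhibition at one or more dose response concentrations, cut at about 23% in these data, passing the limit was not always enough; inconclusive = conflicting primary data, or primary hits not chosen for dose response; inactive = low primary inhibition, or under 50% at every dose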;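 note: plate controls were DMSO full reaction for no effect and no enzyme background for full effect; strong numbers were not always called active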
# LYP inhibition: inhibitors of LYP phosphatase, biochemical, fluorescence intensity, uHTS (AID 1779) | inhibition, % at 11.5 µM, or IC50 in µM where a hit was titrated | actives 0.054% (n = 290,000) | recombinant LYP phosphatase, fluorescence intensity; higher % means a stronger effect;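 note: plate controls were vehicle with enzyme for no effect and no enzyme for full effect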
# ER stress rescue: rescue of cells from ER stress-induced death, primary screen, 384-well, CSM14.1, thapsigargin, ATP luminescence (AID 1222); CSM14.1 thapsigargin-induced death rescue, ATP luminescence; higher % means a stronger effect; cellular ATP content (survival), % at 20 µM; hits with a dose series show EC50 in µM; 190,000 tested, under 10 active;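 active = EC50 below 50 µM in the dose-response confirmation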;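 note: death triggered by thapsigargin at about 15 µM added after 2 h compound pretreatment; cell ATP read after overnight thapsigargin exposure of roughly 18 to 22 hours; normalized against plate controls of thapsigargin alone and 5% DMSO vehicle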
# P. falciparum M17LAP: P. falciparum M17LAP inhibitors, primary screen, biochemical, fluorogenic H-Leu-NHMec substrate, 1536-well (AID 1619); Leucine aminopeptidase (Plasmodium falciparum (isolate 3D7)); recombinant M17LAP, H-Leu-NHMec fluorogenic kinetic assay; higher % means a stronger effect; one-dose inhibition, % at 30 µM; IC50 in µM for titrated hits; actives 0.38% (n = 220,000);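 active = compound inhibiting the enzyme by more than half at any dose during confirmatory dose-response retesting; inconclusive = strong single-dose inhibitors picked by rank but not retested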;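 note: plate controls were full reaction with DMSO carrier for no effect and no enzyme background for full effect; strong numbers were not always called active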
# XIAP displacement: XIAP antagonists, biochemical, IAP family, fluorescence polarization (AID 1018); XIAP BIR domain, fluorescence polarization peptide displacement; higher % means a stronger effect; one-dose displacement, % at 20 µM; IC50 in µM for titrated hits; actives 0.007% (n = 200,000); in the data active = displacement above about 50%; note: a part of the inactive calls stands beside numbers as strong as those of hits
# Myeloid diff MLP: induction of myeloid progenitor differentiation, primary screen, cell-based, flow cytometry, MLPCN library | ER-HoxA9 myeloid progenitors, lysozyme-GFP differentiation | calls only at 10 µM | actives 1% (n = 360,000) | AID 624256, 2012;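 active = normalized GFP-positive differentiation at or above the plate's own cutoff, the solvent-only control mean plus 3 SD; inconclusive = no clear call, values can overlap the other calls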;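 note: cells exposed to compound for four days before flow analysis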
# PMI inhibition: human PMI inhibitors, high substrate, primary screen, biochemical, fluorescence intensity, high mannose 6-phosphate (AID 1220). inhibition, % at 20 µM, or IC50 in µM where a hit was titrated. actives 0.66% (n = 190,000). Mannose-6-phosphate isomerase (Homo sapiens). recombinant PMI enzyme, coupled fluorescence intensity; higher % means a stronger effect
# PMI inhibitors: inhibitors of human PMI, primary screen, biochemical, fluorescence intensity, coupled assay (AID 1209); purified PMI enzyme, coupled fluorescence intensity; higher % means a stronger effect; inhibition, % at 20 µM, or IC50 in µM where a hit was titrated; actives 0.42% (n = 190,000);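 note: plate controls were DMSO vehicle for no effect and wells lacking substrate for full effect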
# Myeloid diff MLP GFP+ MAC1+ %: second read-out of Myeloid diff MLP, no call of its own (marks repeat the call); GFP+ MAC1+ double positive, %; measured here: differentiation confirmed by MAC1 staining
# An asterisk follows results filed as active; i = inactive; ? = inconclusive; / = no result given; + = active, no number. Cut-off read from the data, not from the text of the source, unless noted: active = inhibition above about 50%; inactive = the rest.
Molecule	P. falciparum M17LAP	Myeloid diff MLP GFP+ MAC1+ %	Myeloid diff MLP	LYP inhibition	XIAP displacement	P. falciparum M1AAP	PMI inhibitors	PMI inhibition	ER stress rescue	TNAP activators
O=C(NCc1cccs1)Nc1cc(Cl)ccc1Cl	5%	0.7	i	-6%	-6.8%	10%	-1%	4%	-1.7%	1.1
COc1ccccc1C(=O)N=c1sc2c(C)ccc(OC)c2n1C	8%	0.2	i	-6%	/	-7%	/	/	/	/
Cc1c(C(=O)N2CCC(C(N)=O)CC2)sc(N)c1C#N	5%	1.1	i	-3%	-4.4%	-2%	8%	10%	-2.0%	1.1
CCCc1[nH]nc2c1C(c1ccc(OC)cc1OC)C(C#N)=C(N)O2 (stereo not drawn)	73%	0.3	i	3%	-3.4%	1%	13%	11%	-2.8%	1
CCC(=O)Nc1ccc(OCc2nnc3c4ccccc4c(C)nn23)cc1	2%	0.2	i	-5%	-4.0%	8%	/	/	-1.2%	1
Cc1ccc(C(=O)/C=C/NCc2ccc(F)cc2)cc1	-1%	1.0	i	0%	-5.5%	5%	22%	13%	-2.2%	1.1
Cn1ccs/c1=N\C(=O)Nc1cccc(Cl)c1	-3%	0.5	i	3%	1.8%	-1%	3%	-3%	-2.5%	1.1
CCC1CCCCN1C(=O)CSc1nnc(CNC(=O)c2ccco2)o1 (stereo not drawn)	6%	0.2	i	-1%	-3.2%	-7%	-3%	1%	-0.4%	1.2
O=C(/C(=C/O)N=Nc1ccccc1Cl)c1ccccc1	2%	0.0	i	1%	-9.1%	19%	13%	8%	0.0%	1
CC(=O)/C=C/c1ccc2ccccc2n1	9%	/	?	6%	0.9%	7%	-1%	-5%	1.0%	1.1
Nc1nc(C2CCOCC2)cs1	4%	0.3	i	-7%	/	-1%	/	/	/	/
O=C(NC(Cc1ccccc1)C(=O)O)/C(=C/c1ccccc1)NC(=O)c1cccc(Br)c1 (stereo not drawn)	8%	0.3	i	-3%	-4.4%	2%	4%	6%	2.2%	1
CC(=O)Nc1ccc2nc(NC(=O)COc3ccccc3C)sc2c1	2%	0.3	i	1%	3.0%	8%	-2%	0%	-0.2%	1.1
O=C(Cn1c(COc2ccccc2)nc2ccccc21)Nc1cc(Cl)cc(Cl)c1	1%	0.5	i	-13%	-0.2%	4%	12%	-3%	-3.2%	1.1
CCCC(=O)NCCCCNC(=O)CCC	10%	1.1	i	-6%	-4.5%	10%	5%	9%	-2.1%	1.1
NCCc1nnc(SCc2c(Cl)cccc2Cl)o1	-10%	0.7	i	-5%	/	2%	/	/	/	/
O=C(O)c1ccc(CNCc2ccccc2Cl)cc1	-3%	1.2	i	-6%	1.5%	15%	4%	-3%	1.8%	1.1
O=C(CN1CCN(c2ccc(F)cc2)CC1)N1CCOCC1	-1%	0.5	i	-8%	-3.2%	9%	3%	5%	1.2%	1.1
Cc1cc(Cl)c(S(=O)(=O)N2CC(C)OC(C)C2)cc1OCC(N)=O (stereo not drawn)	8%	0.4	i	2%	-5.6%	-6%	5%	6%	/	1.1
CCOc1ccccc1/C=C(/C#N)C(N)=O	2%	0.3	i	-6%	/	0%	/	/	/	/
CS(=O)(=O)N(CCc1ccccc1)CC(=O)N1CCCC1	7%	0.5	i	-5%	/	0%	/	/	/	/
NC(=O)COC(=O)c1ccccc1OCc1ccc(Cl)cc1	4%	0.6	i	-1%	-3.8%	3%	-8%	-7%	-1.6%	1
COc1ccc(CCNC(=O)Cn2c(=O)oc3cc(Cl)ccc32)cc1OC	7%	0.6	i	0%	/	8%	/	/	/	/
O=C(NCc1ccc(C(=O)O)cc1)OCc1ccccc1	-2%	0.0	i	-8%	-12%	-2%	11%	7%	0.3%	1.1
CCc1c(C)nc(SCC(=O)Nc2ccc(Br)cc2)[nH]c1=O	19%	1.7	i	0%	-7.2%	7%	-4%	0%	2.2%	1.1
Cc1nc2ccccc2nc1N1CCC(C)CC1	-2%	0.8	i	2%	-7.0%	2%	18%	7%	0.8%	1.1
Cc1cc(/C=C2/SC(=O)N(CC(=O)N3CCOCC3)C2=O)c(C)n1-c1ccccc1F	14%	0.4	i	-7%	0.0%	1%	12%	6%	-3.2%	1.1
CCOC(=O)C1CCN(C(=O)CCc2c(C)nc3c(-c4ccc(F)cc4)c(C)nn3c2C)CC1	0%	2.0	i	3%	-4.4%	5%	-2%	-4%	5.7%	1.1
CCn1c(=O)c2cc(S(=O)(=O)NCCOc3ccccc3)ccc2n(CC)c1=O	4%	1.2	i	-5%	-3.3%	7%	14%	9%	-1.3%	1.1
COc1ccc(NC(=O)c2cc(S(=O)(=O)N3CCS(=O)(=O)CC3)ccc2Cl)cc1	8%	1.2	i	-6%	-3.4%	-1%	2%	8%	-4.1%	1.1
N=c1n(CC(=O)c2ccc([N+](=O)[O-])cc2)c2ccccc2n1Cc1ccccc1	3%	1.1	i	5%	-13%	0%	-8%	-32%	-5.4%	1
O=S(=O)(CCc1nc2ccccc2o1)c1ccc2ccccc2c1	10%	/	/	-3%	-4.0%	11%	5%	-2%	0.2%	1.1
O=C(NCc1ccncc1)C(=O)Nc1nccs1	2%	0.9	i	-7%	/	-3%	/	/	/	/
Cc1cc(Cl)ccc1OC(C)c1nnc(N)s1 (stereo not drawn)	-1%	0.5	i	-3%	-7.3%	5%	-2%	-6%	-1.8%	1.1
COC(=O)c1cnn(C(=O)c2ccccc2Br)c1N	13%	1.1	i	3%	-2.5%	9%	2%	0%	-5.3%	1.1
CCCCCCc1cc2cc(C(=O)Nc3ccc(OC)cc3)c(=O)oc2cc1O	-4%	0.9	i	-10%	-5.8%	7%	5%	2%	5.8%	1
Cc1ccc(C)c(N2CCN(CC3CC=CCC3)CC2)c1 (stereo not drawn)	9%	7.2	i	-12%	-3.2%	9%	-4%	-10%	-0.4%	1.2
CC(N=Cc1nc(-c2ccccc2)oc1O)c1ccccc1 (stereo not drawn)	7%	3.5	i	6%	-4.4%	7%	7%	5%	3.8%	1
O=C(c1cn(-c2ccccc2)nc1-c1ccc(Cl)cc1)N1CCOCC1	2%	0.7	i	0%	1.8%	4%	-2%	7%	0.0%	1.1
S=C1N[C@H]2CCCC[C@@H]2N1	-1%	0.8	i	0%	/	4%	/	/	/	/
Cn1nc(SCC(=O)O)sc1=S	24%	2.3	i	-8%	-3.1%	0%	-2%	0%	1.1%	1.1
C=CCNC(=S)N/N=C/c1ccc(C)s1	7%	0.9	i	0%	/	4%	/	/	/	/
O=C(N/N=C/c1cnc(N2CCCCC2)s1)c1ccc(Cl)cc1	-2%	0.7	i	-2%	-2.2%	10%	-6%	-3%	-1.3%	1.1
Cc1nn(Cc2c(F)c(F)c(F)c(F)c2F)c(C)c1NC(=O)c1ccc(COc2ccccc2Cl)o1	3%	0.8	i	1%	-1.8%	-7%	18%	10%	1.2%	1.1
C=CCc1c(C)nc(SC(C)C)[nH]c1=O	-1%	1.3	i	-10%	-2.9%	-7%	6%	11%	-0.7%	1.2
CC(Sc1nc(-c2ccccc2)cc(C(F)(F)F)n1)C(=O)N1CCC(C(N)=O)CC1 (stereo not drawn)	4%	0.8	i	-4%	-7.9%	6%	2%	-10%	-2.4%	1.1
CCOc1cc(NC(=S)NCC2CCCO2)c(OCC)cc1NC(=O)c1ccc(F)cc1 (stereo not drawn)	6%	0.8	i	-3%	-20%	3%	27%	55%*	0.1%	1
O=[N+]([O-])c1cccc(OCc2cn3cccnc3n2)c1	-23%	0.3	i	-5%	-2.9%	-3%	-9%	-12%	-0.9%	1.1
NNC(=O)c1cccc(COc2ccc(Br)cc2)c1	16%	0.6*	+	-2%	-11%	7%	2%	-3%	-3.4%	1
COc1ccc(-c2cc(=O)oc3cc(OC(=O)C4CCCCC4)c(Cl)cc23)cc1	-1%	0.2	i	-6%	-9.1%	15%	14%	8%	-2.0%	1
O=C(NNC1=C(C(=O)C(F)(F)F)CCC1)c1cccnc1	9%	0.5	i	-8%	-1.3%	6%	-33%	-33%	-2.2%	0.9
CCOc1ccc(CC(=O)NCc2cn3c(C)csc3n2)cc1	3%	1.9	i	-2%	-3.9%	-1%	16%	17%	-1.2%	1.1
CC1=NN(c2ccc(C)cc2C)C(=O)C1C(c1cccc(O)c1)C1C(=O)N(c2ccc(C)cc2C)N=C1C (stereo not drawn)	3%	0.6	i	-5%	0.2%	1%	14%	29%	2.0%	1.1
CCOc1ccc(N2CC(C(=O)Nc3cc(C)on3)CC2=O)cc1 (stereo not drawn)	8%	0.9	i	-8%	0.0%	4%	6%	-2%	-1.4%	1.1
COC(=O)C(C)N1C(=O)S/C(=C\c2cc(C)n(-c3ccccn3)c2C)C1=O (stereo not drawn)	23%	1.0	i	-10%	-6.9%	22%	8%	10%	-3.0%	1
CCOC(=O)C1CCCN(CCC(=O)Nc2ccc(F)c(F)c2)C1 (stereo not drawn)	9%	4.7	i	-7%	-4.8%	-7%	10%	-6%	0.3%	1.1
CCOc1ccc(CCNC(=O)C(CC)n2nc(C)n3c(cc4sccc43)c2=O)cc1OCC (stereo not drawn)	4%	7.5	i	-4%	-4.3%	7%	1%	-9%	0.3%	1.1
CCOc1ccc(NC(=O)C(C)Sc2nnnn2C)cc1 (stereo not drawn)	-5%	0.8	i	6%	-8.1%	-1%	2%	-1%	-2.3%	1.1
CCOc1ccccc1N1CCN(CC(=O)NCCc2ccc(S(N)(=O)=O)cc2)CC1	-6%	0.0	i	-7%	-12%	-6%	-1%	3%	-0.1%	1
CCOCCCNC(=O)Cn1nc(-c2ccccc2)ccc1=O	1%	1.6	i	-7%	0.3%	6%	8%	12%	-0.5%	1.1
S=C(NCCCN1CCOCC1)Nc1cccc(Cl)c1	-4%	0.1	i	-8%	-4.1%	5%	-8%	-4%	1.1%	0.9
CC(On1nnc2ccccc21)C(=O)N1CCN(Cc2ccccc2)CC1 (stereo not drawn)	4%	0.4	i	-8%	-6.6%	0%	-6%	4%	6.9%	1.1
